# From PubChem
# ssDAF-12 act: S. stercoralis DAF-12 activation, primary screen; 370,000 tested, 1% active; activation, % at 6.8 µM; HEK293 ssDAF-12/GRIP1 lit1-tk-luc reporter, luminescence; % of 3 µM dafachronic acid response;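 active = activation above the mean over all tested compounds plus 3 SD, cut at about 0.9% in these data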;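 also: 0% = DMSO-only wells and 100% = 3 µM delta7-dafachronic acid wells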
# hgDAF-12 ag: agonists of H. glycines DAF-12 nuclear receptor; HEK293 GAL4-hgDAF12 UAS-luciferase reporter, agonist luminescence; normalized to butyrate control; activation, % at 6.8 µM; 370,000 tested, 1.8% active; AID 687014;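 active = activation above a cutoff set at the mean of all screened compounds plus 3 SD, cut at about 10% in these data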;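 also: 0% = DMSO wells and 100% = sodium butyrate wells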
# hcDAF12 agonist: activates DAF-12 receptor from parasite H. contortus; HEK293 hcDAF-12 lit1-tk-luc reporter, luminescence; 0% DMSO, 100% Δ7-dafachronic acid; activation, % at 6.8 µM; 370,000 tested, 1.4% active; AID 652067;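 active = activation above the mean of all tested compounds plus 3 SD, cut at about 5.5% in these data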;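 also: 100% = response to 3 µM Δ7-dafachronic acid high control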
# SMARCA2 act: increases SMARCA2 function in MMTV reporter cells; MG213 cells, MMTV-luciferase reporter, dexamethasone, overnight; activation, % at 9.1 µM; 370,000 tested, 1% active; in the data active = activation above about 7.8%;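 also: 0% = vehicle wells and 100% = reference activator wells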
# HGIII-sPLA2 inh: Inhibits HGIII-sPLA2 liposome hydrolysis, primary screen; inhibition, % at 12.2 µM; QFRET BODIPY PC-A2 liposome hydrolysis, fluorescence; Q9NZ20; 370,000 tested, 0.56% active;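 active = inhibition above mean plus 3 SD of compounds lying within the high and low control bounds, cut at about 19% in these data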;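 also: 0% = median of test compound wells and 100% = no enzyme DMSO wells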
# Target sequence (Q9NZ20 whole entry, looked up): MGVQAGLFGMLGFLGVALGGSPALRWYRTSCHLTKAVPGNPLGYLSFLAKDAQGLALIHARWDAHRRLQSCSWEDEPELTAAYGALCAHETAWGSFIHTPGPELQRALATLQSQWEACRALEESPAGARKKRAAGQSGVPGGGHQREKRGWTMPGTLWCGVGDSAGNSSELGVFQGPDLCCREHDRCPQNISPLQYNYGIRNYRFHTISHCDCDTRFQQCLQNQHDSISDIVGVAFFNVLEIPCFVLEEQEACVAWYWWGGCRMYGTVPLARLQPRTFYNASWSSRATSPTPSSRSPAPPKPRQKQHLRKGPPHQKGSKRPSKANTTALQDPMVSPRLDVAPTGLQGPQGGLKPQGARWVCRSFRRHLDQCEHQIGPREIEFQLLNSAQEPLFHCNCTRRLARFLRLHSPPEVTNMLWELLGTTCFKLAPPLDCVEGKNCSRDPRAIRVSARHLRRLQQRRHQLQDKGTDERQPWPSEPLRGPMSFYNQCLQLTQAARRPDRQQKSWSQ
# ADAM10 inh: inhibitors of human ADAM10. O14672. recombinant ADAM10, EDANS/DABCYL FRET peptide cleavage, 3 h. inhibition, % at 7 µM. 370,000 tested, 0.62% active. AID 720582;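 active = inhibition above a per-campaign cutoff equal to the mean of compounds falling between control-based bounds plus 3 SD, cut at about 20% in these data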;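 also: 0% = DMSO wells while the 100% control is not disclosed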
# Target sequence (O14672 214-748 limits assumed): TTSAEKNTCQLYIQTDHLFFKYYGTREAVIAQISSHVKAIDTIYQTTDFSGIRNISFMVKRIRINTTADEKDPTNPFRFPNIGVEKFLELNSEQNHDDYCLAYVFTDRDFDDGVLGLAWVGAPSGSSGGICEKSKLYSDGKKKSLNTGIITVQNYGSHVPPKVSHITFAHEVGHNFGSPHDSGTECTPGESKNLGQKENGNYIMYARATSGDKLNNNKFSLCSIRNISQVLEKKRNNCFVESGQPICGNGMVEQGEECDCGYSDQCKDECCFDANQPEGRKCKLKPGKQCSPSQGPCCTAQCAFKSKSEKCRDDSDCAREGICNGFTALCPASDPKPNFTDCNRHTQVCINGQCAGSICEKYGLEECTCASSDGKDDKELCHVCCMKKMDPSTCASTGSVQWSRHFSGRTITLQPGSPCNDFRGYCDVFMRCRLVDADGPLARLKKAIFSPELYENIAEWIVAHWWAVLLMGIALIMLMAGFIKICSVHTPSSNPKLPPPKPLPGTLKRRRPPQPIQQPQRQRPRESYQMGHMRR
# DAX1 inh-1: inhibitors of human orphan nuclear receptor DAX1 (NR0B1) | inhibition, % at 6.75 µM | 340,000 tested, 0.99% active | HEK293 Gal4-DAX1 luciferase reporter, luminescence | AID 504766;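 active = inhibition above the mean over all tested compounds plus 3 SD, cut at about 4.2% in these data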;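 also: 0% = DAX1-transfected cells with DMSO and 100% = empty-vector control cells with DMSO; inhibition shows as a rise in luminescence from relieved DAX1 repression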
# GC-A act: GC-A (human) enzyme activation; P16066; activation, % at 10 µM; HEK293 GC-A cells, cGMP TR-FRET, EC30 ANP; 0% at EC30 ANP, 100% saturating ANP; 370,000 tested, 0.14% active; in the data active = activation above about 40%
# NPR2 activator: GC-B (human) receptor activation; P20594; HEK293-GC-B cells, CNP EC30, cGMP TR-FRET; 0% at EC30 CNP, 100% saturating CNP; activation, % at 10 µM; 370,000 tested, 0.11% active; AID 1920062;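 active = activation at 10 µM reaching about 35% in either raw or pattern-adjusted values, limit read from the data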
# FXN GAA850 act: frataxin GAA850 promoter activation; 360,000 tested, 0.56% active; HEK293 lucGAA850 FXN promoter luciferase reporter, 24 h; percent of 10 µM SAHA response; activation, % at 6 µM;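 active = activation above the average of all compounds screened plus 3 SD, cutoff fixed separately per campaign, cut at about 7.5% in these data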;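 also: 0% = DMSO wells and 100% = 10 µM SAHA wells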
# DAX1 inh-2: blocks DAX1 repression of SF-1 activated StAR promoter | HEK293T StAR-luciferase reporter, SF-1/DAX-1 repression relief | inhibition, % at 6.8 µM | AID 652010 | 370,000 tested, 1.1% active;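 active = inhibition above the mean over all tested compounds plus 3 SD, cut at about 3.6% in these data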;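 also: 0% = DAX-1 cells with DMSO and 100% = cells lacking DAX-1 with DMSO; higher inhibition means more luminescence from relief of DAX-1 repression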
# * = called active by the depositor; x = not tested or not shown.
# Below each SMILES – ssDAF-12 act	hgDAF-12 ag	hcDAF12 agonist	SMARCA2 act	HGIII-sPLA2 inh	ADAM10 inh	DAX1 inh-1	GC-A act	NPR2 activator	FXN GAA850 act	DAX1 inh-2
1	Cc1cc2ccccn2c1C(=O)c1nc(NCc2ccccc2)ncc1Cl
→ -1.4	-0.8	-0.2	0	-3	2	-1.0	-4	-1	-0.4	-0.3
2	Cc1ccnn1CC(=O)N/N=C/c1ccc([N+](=O)[O-])s1
→ -1.7	-5.6	-1.7	-2	5	-2	-2.5	2	-3	-0.9	-1.0
3	COc1ccc(NC(=O)NNS(=O)(=O)c2cc(C)ccc2C)cc1OC
→ -0.9	-0.7	-1.2	-1	-3	-9	-0.6	-1	-2	-0.4	-0.4
4	CCCS(=O)(=O)NC(=O)C1(C)CCCN(C(=O)c2ccccc2)C1 (stereo unspecified)
→ -1.0	-2.4	-1.2	-3	3	2	x	3	-4	0.6	0.0
5	Cn1c(-c2ccc3c(c2)OCO3)cnc1NC(=O)CCC(=O)NCCc1ccccc1
→ -1.3	3.3	-0.4	1	3	-5	0.6	-9	-3	0.3	-0.2
6	COC(=O)C(Cc1cnc(Cl)s1)(C(=O)OC)c1ccc([N+](=O)[O-])cc1
→ -1.4	-1.1	-1.4	1	-2	5	1.0	0	-4	2.0	0.3
7	CCOc1ccc(N2CC(C(=O)NC3=NCCS3)CC2=O)cc1 (stereo unspecified)
→ -1.1	2.2	-0.2	-1	-3	0	0.2	-2	-1	3.1	0.7
8	CCC(C)NC(=O)CN(C1CCCCC1)S(C)(=O)=O (stereo unspecified)
→ -1.2	-3.4	-0.9	2	3	-1	0.6	-1	0	-0.3	0.4
9	CCN(CC(=O)Nc1c(F)cccc1F)C(=O)Cc1ccc(S(=O)(=O)N2CCOCC2)s1
→ -0.9	0.1	1.3	-5	-6	-9	-0.9	5	-1	1.4	1.7
10	Cc1ccc2nc(-c3ccc(O)cc3)c(Nc3ccc4c(c3)OCCO4)n2c1
→ -0.3	17*	4.0	4	-11	-251	0.3	29	22	0.5	1.8
11	Cc1ccc(NC(=O)CN(C)C(=O)c2ccc(NS(=O)(=O)c3ccc4[nH]c(=O)[nH]c4c3)cc2)cc1
→ -0.4	1.2	-1.0	-1	-7	3	0.4	1	-1	-1.1	1.4
12	CC(C)[C@H](NC(=O)OCc1ccccc1)C(=O)N[C@@H](Cc1c[nH]c2ccccc12)C(=O)O
→ -0.5	1.1	1.9	0	-33	-2	-0.3	1	-2	-0.1	0.0
13	Nc1nc(C23CC4CC(CC(C4)C2)C3)cs1
→ -1.0	3.1	-1.3	2	2	9	0.2	-3	-3	1.6	0.2
14	Cc1cc(C)c(C(O)c2ncc(-c3ccccc3Cl)[nH]2)c(C)c1 (stereo unspecified)
→ -1.1	0.4	-1.7	-4	0	-5	x	-1	-5	0.6	-0.8
15	Cc1ccc(S(=O)(=O)N(CC(=O)N2CCCC2)C2CCCCC2)cc1
→ -1.2	-0.6	-1.8	1	-4	-2	-0.2	-1	0	-1.7	1.0
16	CCc1cccc(C)c1NC(=O)C1CCN(c2nn3c(=O)cc(C)nc3s2)CC1
→ -1.0	-1.8	-1.1	-2	-1	-3	0.3	-2	-1	-1.2	-0.2
17	Cc1ccc(-c2ccc(CCC(=O)O)n2-c2cccc(C(=O)O)c2)cc1
→ 0.3	10	3.5	5	-31	-39	-0.9	-1	-2	2.3	2.8
18	Cc1ccc(CN(C(=O)c2csnn2)C(C(=O)NC2CCCC2)c2ccc(C)o2)cc1 (stereo unspecified)
→ -0.9	0.0	-1.9	2	5	3	-2.2	-40	-16	-1.3	-0.8
19	COC(=O)CC(C(=O)Nc1cc(C(=O)OC)cc(C(=O)OC)c1)N1CCN(C)CC1 (stereo unspecified)
→ -1.4	0.5	-0.8	-3	9	-2	-0.6	-6	0	-1.4	-0.1
20	S=c1[nH]c(-c2ccccc2)cn1/N=C/c1ccccc1Br
→ -1.2	2.8	2.0	1	6	-13	-0.8	0	-2	2.4	-0.5
21	COc1ccc(NC(=O)C2CCCN(S(=O)(=O)c3ccc4c(c3)oc(=O)n4C)C2)c(OC)c1 (stereo unspecified)
→ -1.1	-2.0	-1.7	-1	-3	-6	-0.5	3	2	0.6	0.0
22	CCCCN(CC)C(=O)/C=C/c1cccc([N+](=O)[O-])c1
→ -1.1	-3.1	1.7	0	11	7	0.1	5	5	-0.9	-0.1
23	Clc1ccc(N2COC3c4cccc5cccc(c45)C32)cc1 (stereo unspecified)
→ -1.0	-1.1	3.1	-4	1	7	-0.1	-6	-7	0.5	0.7
24	CN(CCc1ccccn1)C(=O)c1cc2ccccn2n1
→ -0.5	-1.2	-0.6	-3	9	-13	x	3	-4	x	0.5
25	O=C(CSc1nc(-c2ccccc2)c(-c2ccccc2)o1)N1CCOCC1
→ -1.8	1.1	-2.6	0	-10	-9	0.0	-28	-7	-2.3	-1.1
26	CCOC(=O)Cc1csc(NC(=O)c2ccncc2)n1
→ -1.7	-1.8	-0.4	0	-2	-3	-2.0	-1	-3	0.8	-0.9
27	O=C(Nc1cccc(Cl)c1)NC1CCCCC1
→ -1.0	4.5	1.3	3	-13	-2	1.5	5	-3	-0.6	-0.2
28	CCCCOc1ccc(C2CC(=O)NC2=O)cc1 (stereo unspecified)
→ -1.1	0.6	2.2	-1	-6	3	-0.5	0	-1	1.9	0.8
29	O=C(NNS(=O)(=O)Cc1ccccc1)c1ccc([N+](=O)[O-])cc1
→ -1.5	1.1	-1.5	-2	-6	3	0.1	-4	-4	0.8	0.3
30	CC(C)C(NC(=O)c1ccccc1F)C(=O)NCCCn1ccnc1 (stereo unspecified)
→ -0.9	0.0	1.8	-3	9	-13	0.1	0	3	1.3	-0.2
31	COc1ccc(/C=C(/CC(=O)Nc2ccccc2)c2nc3ccccc3s2)cc1
→ -0.1	0.8	4.3	4	1	-14	-2.0	-1	-4	3.8	-0.4
32	COc1cc2c(cc1OC)C(C(=O)N1CCN(c3ccccc3)CC1)C(c1cccs1)N(C)C2=O (stereo unspecified)
→ -1.4	-1.7	-2.0	-1	-4	-4	-1.2	-5	-6	1.6	0.4
33	CCNC(=O)C1(C)CCN(C(=O)c2ccc(F)c(Cl)c2)C1 (stereo unspecified)
→ -1.3	-1.6	0.4	-1	1	-2	x	3	-1	-0.8	-0.4
34	O=C(O)c1ccccc1C(=O)Nc1ccccc1
→ -1.5	-1.9	-1.3	-3	9	-4	1.2	5	0	-0.1	0.6
35	O=C(Cc1cccc2ccccc12)Nc1cc(Cl)ccc1C(=O)O
→ -0.9	-2.5	1.1	-2	-36	23*	1.3	-4	-5	-0.1	0.1
36	Cc1cccc(NC(=S)N(C)C2(c3ccccc3Cl)CCCCC2=O)c1 (stereo unspecified)
→ -0.7	0.1	-2.4	-2	1	-7	1.7	0	-1	3.6	0.4
37	COc1ccc(-c2c(=O)n(OCc3nc4ccccc4[nH]3)c3ccccc3[n+]2[O-])cc1
→ -1.0	3.4	-0.8	0	-11	-24	0.9	1	-1	2.5	0.6
38	COc1cc2c(cc1OC)CN(C(=O)CSc1ccc(F)cc1)CC2
→ -1.3	0.1	-1.1	2	2	-14	-0.3	-1	0	-0.6	0.0
39	CCOc1ccccc1NC(=O)CSc1nnnn1C1CCCC1
→ -0.6	0.1	-2.1	-2	-13	1	-0.7	-2	-2	1.0	-0.3
40	CC[C@H](NC(=O)/C=C/[C@H]1O[C@@H](n2cc(C)c(=O)[nH]c2=O)C[C@@H]1O)c1ccccc1
→ -0.9	-0.1	-0.3	-2	0	4	x	1	-6	x	-1.2
41	O=C(Cn1cc(COc2cc(F)cc(F)c2)nn1)c1ccc(O)cc1
→ -1.8	0.3	-1.1	-5	-72	11	-1.0	-2	1	1.7	-0.1
42	C=Cn1cc[n+](CC(=O)c2cccs2)c1
→ 0.4	1.2	5.6*	1	0	-6	-0.6	0	3	0.2	-0.2
43	CC(/C=N/NC(=S)Nc1cccc(S(=O)(=O)N(C)C)c1)c1ccccc1 (stereo unspecified)
→ -1.7	1.1	-1.1	2	-2	5	-0.6	2	-1	-0.1	-0.3
44	CCOC(=O)C1(CCOc2ccccc2)CCN(Cc2ccc3c(c2)OCCO3)CC1
→ -2.1	-3.2	-2.7	-5	-10	-3	-1.5	-2	4	0.0	-0.7
45	C[C@H]1CN([C@@H](C)CO)C(=O)c2c(c3ccccc3n2C)-c2ccccc2CO[C@H]1CN(C)C(=O)Nc1cccc(F)c1
→ -0.4	0.1	-1.9	-3	-17	4	x	-12	-12	x	-1.5

# Some entries already given, reduced to NPR2 activator, hgDAF-12 ag and FXN GAA850 act.
no.	smiles	NPR2 activator	hgDAF-12 ag	FXN GAA850 act
5	Cn1c(-c2ccc3c(c2)OCO3)cnc1NC(=O)CCC(=O)NCCc1ccccc1	-3	3.3	0.3
6	COC(=O)C(Cc1cnc(Cl)s1)(C(=O)OC)c1ccc([N+](=O)[O-])cc1	-4	-1.1	2.0

# Later entries:
# Below each SMILES – ssDAF-12 act	hgDAF-12 ag	hcDAF12 agonist	SMARCA2 act	HGIII-sPLA2 inh	ADAM10 inh	DAX1 inh-1	GC-A act	NPR2 activator	FXN GAA850 act	DAX1 inh-2
46	O=C1C2C3CCC(O3)C2C(=O)N1c1nccs1 (stereo unspecified)
→ -0.6	-3.1	0.7	9.5*	4	4	0.1	2	4	-0.4	-0.7
47	NC(=O)Cn1c(=O)n(-c2ccccc2)c(=O)c2oc3ccccc3c21
→ -1.0	5.4	-2.0	2	2	5	0.8	-2	-3	0.4	0.7
48	COc1cc(CN2CCC(n3nccc3NC(=O)c3ccc4c(c3)OCO4)CC2)ccc1O
→ -0.3	0.0	-1.0	-1	4	3	-1.2	-1	-2	2.4	0.3
49	CN1C=C/C(=C\c2cc[n+](C)c3ccccc23)c2ccccc21
→ -2.2	-9.4	-2.7	-9	7	-36	-4.9	-25	-16	-7.5	-5.4
50	Cc1[nH]n(-c2ccc(F)cc2)c(=O)c1/C=N/c1sc2c(c1C#N)CCCC2
→ -0.6	1.4	-0.7	1	-7	2	-0.8	0	2	1.2	-0.6
51	Nc1ccc2c(c1)Nc1ccccc1CC2
→ 0.9	4.3	3.0	0	18	24*	0.4	-1	-1	1.3	0.4
52	COc1ccc(CN2C(=O)CN(S(C)(=O)=O)CC2(C)C(=O)Nc2c(C)cccc2C)cc1OC (stereo unspecified)
→ -0.6	-0.4	0.8	-1	5	-15	x	3	-4	x	0.5
53	CC(OC(=O)c1cccc(O)c1)C(=O)N(C)Cc1ccccc1 (stereo unspecified)
→ -1.2	-3.2	-1.8	-1	-4	-13	-0.5	-3	-7	0.5	-1.2
54	O=C(CC1C(=O)NCCN1Cc1ccc(F)cc1Cl)NC1CCCCCCC1 (stereo unspecified)
→ -0.9	-2.9	0.9	-3	-1	-7	-0.4	1	1	-0.4	-0.3
55	CC(=O)c1c(C)n([O-])c2ccc(C)cc2[n+]1=O
→ -1.4	0.6	2.6	-4	13	-59	1.2	-1	3	1.7	1.6
56	COc1cccc(OCCOc2ccc(/C=C3/SC(=S)NC3=O)cc2)c1
→ -1.0	2.9	1.4	-1	-6	5	-0.5	-1	-7	3.8	0.5
